EBV gp42 inh: inhibitors of Epstein-Barr virus glycoprotein 42 | inhibition, % (tested at 21.74 µM) | 220,000 compounds, 0.42% hits | AID 1085 | Fluorescence polarization binding assay, mP read-out | Q1HVG2; in the data active = inhibition above about 50%
Target sequence (Q1HVG2 whole entry, looked up): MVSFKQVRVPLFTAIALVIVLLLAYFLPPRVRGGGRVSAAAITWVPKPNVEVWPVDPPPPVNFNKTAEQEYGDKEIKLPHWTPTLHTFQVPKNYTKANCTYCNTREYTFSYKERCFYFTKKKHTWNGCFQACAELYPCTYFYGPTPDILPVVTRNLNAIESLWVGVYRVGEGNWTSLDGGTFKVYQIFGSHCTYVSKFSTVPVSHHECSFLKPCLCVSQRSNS
Runt-SMMHC FRET: inhibitors of human RUNX1 Runt domain binding to CBFb-SMMHC | 220,000 compounds, 0.74% hits | AID 1434 | inhibition, % at 20 µM | Cerulean-Runt/Venus-CBFb-SMMHC FRET ratio 530/480, 1 h;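 active = mean inhibition across duplicate retests at 20 µM reaching about 50%, limit read from the data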;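 note: 0% = DMSO wells and 100% = wells with excess untagged CBFb-SMMHC; inhibitors lower the FRET ratio by blocking Runt binding to CBFb-SMMHC; some results filed as inactive read as strong as hits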
Mdm2 ligase inh: Mdm2 E3 ligase (human) inhibition; Q00987; cell-based MDM2 ubiquitination luciferase reporter, 2 h; 0 = plate control, 100 = twice control, blank-subtracted; signal enhancement, % at 5 µM; 210,000 compounds, 0.11% hits;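 active = signal enhancement of 30% or more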;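 note: luminescence tracks abundance of the self-degrading MDM2-luciferase fusion protein; higher signal means inhibition of MDM2 E3 ligase activity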
Target sequence (Q00987 whole entry, looked up, the tested form may be a part): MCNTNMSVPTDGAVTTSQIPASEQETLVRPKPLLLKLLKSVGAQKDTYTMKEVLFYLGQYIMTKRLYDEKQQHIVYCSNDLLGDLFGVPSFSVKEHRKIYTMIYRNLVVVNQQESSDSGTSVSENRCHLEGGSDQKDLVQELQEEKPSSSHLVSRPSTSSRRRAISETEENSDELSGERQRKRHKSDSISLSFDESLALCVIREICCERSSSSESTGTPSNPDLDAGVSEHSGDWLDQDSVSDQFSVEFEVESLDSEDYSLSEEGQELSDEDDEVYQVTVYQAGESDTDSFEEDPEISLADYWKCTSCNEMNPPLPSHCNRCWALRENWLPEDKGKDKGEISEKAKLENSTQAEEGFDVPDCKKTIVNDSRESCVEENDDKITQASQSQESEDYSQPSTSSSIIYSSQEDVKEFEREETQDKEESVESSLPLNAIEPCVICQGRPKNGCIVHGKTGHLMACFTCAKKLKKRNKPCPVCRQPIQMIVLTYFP
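Timing – 2 h compound exposure at 37 °C · Assay system – mammalian cells stably expressing self-ubiquitinating, self-degrading MDM2 E3–luciferase fusion · Amount – 2000 cells seeded into each well · Measure – % luminescence enhancement versus blank-corrected plate control mean · Measured by – SteadyLite luminescence, 15 min reagent step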
Runt-CBFb FRET: inhibitors of human RUNX1 Runt domain binding to CBFb; Cerulean-Runt/Venus-CBFb FRET ratio 530/480, 1 h; 220,000 compounds, 0.46% hits; inhibition, % at 20 µM; Q01196+Q13951;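 active = inhibition over about 50% at 20 µM in the single-dose screen, limit read from the data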;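 note: 0% = DMSO wells and 100% = excess unlabeled CBFb competitor control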
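System: Cerulean-labeled Runt domain protein | Quantity: 100 nM of each labeled protein | Schedule: 1 h compound exposure, room temperature | Detection: Fluorescence energy transfer, 422 nm excitation, 530/480 nm emission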
Hck Nef HTS: human Hck-Nef kinase inhibition; P08631; Recombinant Hck-YEEI plus Nef, Z-Lyte FRET kinase assay; inhibition, % at 20 µM; 220,000 compounds, 0.68% hits;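 active = Hck-Nef kinase inhibition above about 50%, limit read from the data; inactive = inhibition below that limit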;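 note: 0% = DMSO with Hck plus Nef and 100% = Hck alone without Nef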
zVAD death inh: L929 zVAD cell death inhibition; 220,000 compounds, 0.38% hits; viability rescue, % at 10 µM; L929 zVAD necroptosis rescue, ATP luminescence, 24 h; with zVAD 60 µM; AID 1377;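 active = activation, scaled between plate controls, above about 75%, limit read from the data; inactive = activation under that limit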;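 note: 0% = zVAD with DMSO and 100% = DMSO alone without zVAD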
Tb hexokinase: blocks Trypanosoma brucei hexokinase 1 activity. inhibition, % at 10 µM. 220,000 compounds, 0.11% hits. AID 1430. recombinant TbHK1, G6PDH-coupled NADH A340;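 active = inhibition of 50% or more in the single-dose primary screen; inactive = inhibition below 50%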
p47phox inh: p47phox (human) inhibition; p47phox/p22phox peptide binding, fluorescence polarization, 2 h; inhibition, % at 24.7 µM; 220,000 compounds, 0.53% hits; AID 1274;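 active = inhibition above about 30%, limit read from the data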;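 note: 0% = p47phox with labelled peptide and 100% = labelled peptide alone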
Target sequence (P14598 whole entry, looked up): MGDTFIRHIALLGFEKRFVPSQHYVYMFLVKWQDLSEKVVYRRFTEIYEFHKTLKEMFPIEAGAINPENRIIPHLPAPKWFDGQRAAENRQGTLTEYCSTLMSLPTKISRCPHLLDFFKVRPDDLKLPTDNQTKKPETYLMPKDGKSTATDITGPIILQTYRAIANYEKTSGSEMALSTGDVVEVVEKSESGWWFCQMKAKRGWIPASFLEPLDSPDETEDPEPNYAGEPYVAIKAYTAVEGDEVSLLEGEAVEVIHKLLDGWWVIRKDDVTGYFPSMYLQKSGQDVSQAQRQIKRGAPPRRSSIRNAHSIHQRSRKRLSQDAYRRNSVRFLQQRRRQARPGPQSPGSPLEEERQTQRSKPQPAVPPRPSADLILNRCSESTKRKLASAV
14-3-3 Bad PPI: disrupts binding of bovine 14-3-3 zeta to phospho-Bad peptide; TR-FRET 14-3-3zeta/Dy647-pBad peptide displacement, 1 h; inhibition, % at 21.7 µM; 220,000 compounds, 0.71% hits; AID 781;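 active = inhibition above about 70%, limit read from the data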;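 note: 0% = full 14-3-3 plus peptide FRET controls and 100% = background without 14-3-3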
The depositor's hits bear a star; . = not tested or not shown; [ ] = another dose, or the depositor's remark.

[1] CC(Nc1n[nH]c(=O)[nH]c1=O)C(=O)N/N=C/c1ccccc1 (configuration not stated)
[2] CC12CN3CCN(CC(C3)/C1=N/N=C/c1cccc([N+](=O)[O-])c1)C2
[3] CN(C(=O)c1cc2nc(-c3ccco3)cc(C(F)(F)F)n2n1)C1CCCCC1
[4] CC(C)(C)C(=O)OCC1OC(n2cnc(C(N)=O)n2)C(O)C1O (configuration not stated)
[5] CCO[C@@H]1OC(C(N)=O)=C[C@H](c2ccc3c(c2)OCO3)[C@H]1CCCO
[6] O=C(Nc1ccc(S(=O)(=O)Nc2ncccn2)cc1)c1cccc(S(=O)(=O)N2CCOCC2)c1
[7] CCC(=O)N1c2ccc(S(=O)(=O)CCC(=O)NCc3ccc4c(c3)OCO4)cc2CC1C (configuration not stated)
[8] S=C(NC1CCCCC1)N1CCOCC1

Screen / compound no.,1,2,3,4,5,6,7,8
EBV gp42 inh,-16,-9,-9,-9,-6,-6,-16,7
Runt-SMMHC FRET,2,4,12,8,-1,-1,2,3
Mdm2 ligase inh,-8,-5,1,-6,.,-8,-7,1
Runt-CBFb FRET,0,1,7,0,1,-1,3,2
Hck Nef HTS,14,-3,3,1,-3,2,0,14
zVAD death inh,0.0,-0.7,2.6,-0.3,-0.3,-0.5,1.7,0.2
Tb hexokinase,-1,-11,-28,-5,0,-2,-5,-9
p47phox inh,1,-2,-14,-9,-3,-9,-14,-6
14-3-3 Bad PPI,1,-19,-1,0[fluorescence artefact?],0,-3,14[fluorescence artefact?],-4

[9] Cn1c2ccccc2n2c(=O)c(=O)n(CC(=O)c3ccc(Cl)cc3)nc12
[10] COC(=O)CCC(NC(=O)c1cc(-c2ccc3c(c2)OCCO3)oc1C)C(=O)OC (configuration not stated)
[11] CC(=O)Nc1ccc(S(=O)(=O)NNC(=O)c2cccc(Cl)c2)cc1
[12] CCOC(=O)C1=C(C)N(c2ccc(OCC)cc2)C(=O)/C1=C\c1ccco1
[13] NC(=O)Cn1nc([N+](=O)[O-])nc1Oc1ccc(Br)cc1
[14] CCOc1ccc2nc(C(C)O)[nH]c2c1 (configuration not stated)
[15] C=CCNC(=O)CN(c1ccc(F)cc1)S(=O)(=O)c1ccc(OC)cc1
[16] CCOC(=O)CNc1nc(Cl)nc(NC(C)(C)C)n1

Screen / compound no.,9,10,11,12,13,14,15,16
EBV gp42 inh,-2,-1,-26,-8,-11,-3,-6,-18
Runt-SMMHC FRET,8,30,1,-4,-2,0,-4,-1
Mdm2 ligase inh,14,3,-5,-4,-12,-7,-8,-16
Runt-CBFb FRET,-1,9,8,.,-1,1,1,-2
Hck Nef HTS,3,0,11,-66,13,1,8,-4
zVAD death inh,0.2,0.3,-0.7,39,4.2,0.3,-0.4,3.2
Tb hexokinase,-1,-4,4,-5,6,4,10,2
p47phox inh,-6,-5,4,-14,2,-4,-9,-1
14-3-3 Bad PPI,-8,-2,5,-6,6,-8,-3,0

[17] CCOC(=O)Cc1c(C)nc2c(-c3cccc(Br)c3)c[nH]n2c1=O
[18] CN(C)c1ccc(NC(=O)C2CCCN(S(=O)(=O)c3ccccc3)C2)cc1 (configuration not stated)
[19] Cn1ncc2c(Nc3ccccc3Cl)nc(Cl)nc21
[20] CSc1ccc(C(=O)C2CCCN(C(=O)c3ccsc3)C2)cc1 (configuration not stated)
[21] CCC(=O)N1CCN(c2ccc(NC(=O)c3ccc(Br)o3)cc2)CC1
[22] Cc1nc2ccccc2[nH]c1=O
[23] Cc1[nH]nc(SCC(=O)N2CCOCC2)c1[N+](=O)[O-]
[24] O=C(CCCC(=O)OCC(Cl)=C(Cl)Cl)Nc1ccccc1

Screen / compound no.,17,18,19,20,21,22,23,24
EBV gp42 inh,-19,-18,-11,2,-12,5,-11,3
Runt-SMMHC FRET,2,1,0,0,1,0,-2,1
Mdm2 ligase inh,-10,-3,-10,1,-21,-7,-13,-12
Runt-CBFb FRET,7,4,1,-3,-2,1,1,1
Hck Nef HTS,-1,20,24,29,-1,1,16,0
zVAD death inh,-0.9,4.6,0.0,0.4,1.7,0.2,1.4,-0.5
Tb hexokinase,-11,3,-9,-2,-10,-21,-11,7
p47phox inh,-1,-6,-8,2,11,5,-12,-3
14-3-3 Bad PPI,.,-11,-5,-5,-7[fluorescence artefact?],7,-2,-3

Three compounds from above, sorted by the value under EBV gp42 inh, high to low.
No.	SMILES	EBV gp42 inh	Runt-SMMHC FRET	Runt-CBFb FRET	Hck Nef HTS	Tb hexokinase	p47phox inh	14-3-3 Bad PPI
24	O=C(CCCC(=O)OCC(Cl)=C(Cl)Cl)Nc1ccccc1	3	1	1	0	7	-3	-3
20	CSc1ccc(C(=O)C2CCCN(C(=O)c3ccsc3)C2)cc1 (configuration not stated)	2	0	-3	29	-2	2	-5
23	Cc1[nH]nc(SCC(=O)N2CCOCC2)c1[N+](=O)[O-]	-11	-2	1	16	-11	-12	-2

Among those listed so far, 2 contain fluorine.
[3] CN(C(=O)c1cc2nc(-c3ccco3)cc(C(F)(F)F)n2n1)C1CCCCC1
[15] C=CCNC(=O)CN(c1ccc(F)cc1)S(=O)(=O)c1ccc(OC)cc1

Screen / compound no.,3,15
EBV gp42 inh,-9,-6
Runt-SMMHC FRET,12,-4
Mdm2 ligase inh,1,-8
Runt-CBFb FRET,7,1
Hck Nef HTS,3,8
zVAD death inh,2.6,-0.4
Tb hexokinase,-28,10
p47phox inh,-14,-9
14-3-3 Bad PPI,-1,-3

(next part)
[25] O=C(O)CCc1ccc(-c2cccs2)n1CCC(=O)O
[26] CCCN1C(=O)/C(=C/c2c(N3CCNC(=O)C3CC(=O)OC)nc3c(C)cccn3c2=O)SC1=S (configuration not stated)
[27] CCNC(=O)NC(=O)C(C)OC(=O)CNS(=O)(=O)c1c(Cl)cc(Br)cc1Cl (configuration not stated)
[28] Nc1ccccc1Oc1ncc(C(F)(F)F)cc1Cl
[29] Cc1ccc(CNC(=O)c2ccc3c(=O)n(CCCN4CCCC4=O)c(=S)[nH]c3c2)cc1
[30] Cc1cccc(N2C(=O)SC(N(CC(=O)O)c3cccc(C)c3)C2=O)c1 (configuration not stated)
[31] CC(Sc1ccccc1)C(=O)NN=C1CCCCCC1 (configuration not stated)
[32] Cc1cc(C)n(CCN(C)C(=O)c2cc(COc3c(F)cccc3F)on2)n1

Screen / compound no.,25,26,27,28,29,30,31,32
EBV gp42 inh,-2,-59,-6,-8,10,0,-11,-4
Runt-SMMHC FRET,-2,-269,1,5,0,-6,-2,2
Mdm2 ligase inh,-7,-20,-11,-12,-10,-6,-5,-12
Runt-CBFb FRET,13,-105,-2,-4,2,2,0,-1
Hck Nef HTS,-1,-85,21,2,-3,2,1,2
zVAD death inh,-0.3,1.1,1.8,0.2,-0.1,1.0,0.4,-0.3
Tb hexokinase,11,-27,2,2,-7,-3,-1,-4
p47phox inh,-5,-24,0,-7,-4,-5,-1,-9
14-3-3 Bad PPI,9,-3,-14,-14[fluorescence artefact?],-8,-2,-12,-5

[33] O=C(Cc1noc2ccccc12)Nc1ccccn1
[34] NC(=O)CN1CCN(c2ccccc2F)CC1
[35] COc1ccc(OCc2ccc(C(=O)N3CCOCC3)cc2)cc1
[36] CNC(=O)COC(=O)/C=C/c1cccs1
[37] CC1=[N+]([O-])C(C)(C)C(C)N(O)C1=O (configuration not stated)
[38] COc1cc(-c2csc(C)n2)ccc1O
[39] CCC1(C(=O)OC)NC(c2ccco2)C2C(=O)N(c3ccccc3)C(=O)C21 (configuration not stated)
[40] CCNC(=S)Nc1cccc(F)c1C

Screen / compound no.,33,34,35,36,37,38,39,40
EBV gp42 inh,3,-3,-4,-16,-11,0,3,9
Runt-SMMHC FRET,-1,0,-4,1,-2,0,-1,-2
Mdm2 ligase inh,7,-13,0,-7,-2,-11,7,-4
Runt-CBFb FRET,0,3,-3,-1,-1,0,2,-1
Hck Nef HTS,5,-3,7,13,0,0,1,1
zVAD death inh,-0.5,1.5,-0.4,-0.1,-0.3,-0.2,0.6,1.1
Tb hexokinase,-5,-4,2,-15,-1,0,1,-2
p47phox inh,-9,5,3,-7,-6,-14,-14,3
14-3-3 Bad PPI,-5,7,-1[fluorescence artefact?],-10,-3,8,-4,-4

[41] CCn1c(CSc2nc3ccccc3s2)nnc1SCC(=O)c1ccc(Cl)cc1
[42] CCCC(c1nnnn1Cc1cccs1)N1CCN(c2nc3ccccc3s2)CC1 (configuration not stated)
[43] O=C(N/N=C/c1ccc(O)c(O)c1)c1cccc(S(=O)(=O)N2CCCCC2)c1
[44] COc1ccc(C)cc1NC(=O)C1CCCN(S(=O)(=O)c2cccc3nonc23)C1 (configuration not stated)
[45] O=C(/C=C/c1ccccc1Cl)NCCN1CCOCC1
[46] CCn1cc([C@@H]2C[C@H]3CN(Cc4cccc(Cl)c4)C(=O)[C@]34CCCN24)c(C)n1
[47] CN1CCN(c2nc3c(c(=O)n(C)c(=O)n3C)n2CC(=O)C23CC4CC(CC(C4)C2)C3)CC1
[48] Nn1c(COc2ccccc2)nnc1SCc1cc(=O)[nH]c2ccccc12

Screen / compound no.,41,42,43,44,45,46,47,48
EBV gp42 inh,-13,-9,-5,-12,-13,-24,-16,-13
Runt-SMMHC FRET,-1,0,2,0,3,2,-5,0
Mdm2 ligase inh,-7,-16,3,-6,-22,-10,-16,-12
Runt-CBFb FRET,-1,4,13,-3,0,1,-4,1
Hck Nef HTS,2,-2,-4,-10,0,23,0,1
zVAD death inh,-0.5,-0.2,1.7,.,0.3,0.1,0.0,0.7
Tb hexokinase,-2,1,-24,7,-5,-2,-1,-12
p47phox inh,-25,-2,-5,-6,2,-28,1,-23
14-3-3 Bad PPI,-9[fluorescence artefact?],0,-7,5,5[fluorescence artefact?],-7,67,-1

[49] NC1=NC(=O)/C(=C\c2ccco2)S1
[50] O=C(NCCCn1ccnc1)/C(=C\c1cccnc1)NC(=O)c1cccc(Br)c1
[51] COc1ccc(C(C)=O)cc1COc1ccc(-n2cnnn2)cc1
[52] COc1cccc(/C=N/NC(=O)c2ccc(=O)n(C)c2)c1OC
[53] Cc1nc2sc3c(c2c(=O)n1N)CCC3
[54] NS(=O)(=O)c1ccc(N=Nc2c(O)ccc3ccccc23)cc1
[55] O=[N+]([O-])c1cccc(/C=N/N2CCN(c3ccccn3)CC2)c1
[56] CCOC(=O)c1csc(NC(=O)CSc2nnnn2CC)n1
[57] COc1cccc(/C=C(/C(=O)OCC(N)=O)c2ccccc2)c1
[58] Cc1ccccc1NC(=O)CSC1=C(C#N)C(c2ccsc2)CC(=O)N1 (configuration not stated)

Screen / compound no.,49,50,51,52,53,54,55,56,57,58
EBV gp42 inh,6,1,-11,-7,-12,35,-5,-25,-6,-10
Runt-SMMHC FRET,2,-5,-1,0,-1,0,-3,1,-1,2
Mdm2 ligase inh,.,-11,-29,-5,-8,-25,-9,-12,2,-16
Runt-CBFb FRET,15,-3,1,1,0,-5,2,1,0,-1
Hck Nef HTS,40,3,-21,3,31,34,2,2,2,-12
zVAD death inh,0.5,0.5,2.3,1.4,1.1,68,1.1,0.1,-0.5,0.3
Tb hexokinase,-42,4,-4,-7,-3,3,0,-4,-12,13
p47phox inh,-11,1,-1,-12,-2,14,0,0,-3,-8
14-3-3 Bad PPI,21,1,2,11,-5,70,-2,.,5,-7

Some values from the results shown:
Result for `CCOC(=O)c1csc(NC(=O)CSc2nnnn2CC)n1` under EBV gp42 inh: -25
Result for `O=[N+]([O-])c1cccc(/C=N/N2CCN(c3ccccn3)CC2)c1` under Mdm2 ligase inh: -9

Source: PubChem
